# Compound activity from PubChem BioAssay.
# ALOX15B inhib: qHTS Assay for Inhibitors of 15-hLO-2 (15-human lipoxygenase 2); Polyunsaturated fatty acid lipoxygenase ALOX15B (Homo sapiens), O15296; purified 15hLO-2, xylenol orange hydroperoxide absorbance; Potency, µM (series often up to 57.1 µM), for the others: at the top dose activity change, negative = inhibition, usual class: inhibitors; 110,000 compounds, 0.56% hits; also: potency is read from the fitted curve at half-maximal effect; nearly all actives have a fitted effect of over 60% in size; many of its hits are not listed in these tables
# Target sequence (O15296 whole entry, looked up): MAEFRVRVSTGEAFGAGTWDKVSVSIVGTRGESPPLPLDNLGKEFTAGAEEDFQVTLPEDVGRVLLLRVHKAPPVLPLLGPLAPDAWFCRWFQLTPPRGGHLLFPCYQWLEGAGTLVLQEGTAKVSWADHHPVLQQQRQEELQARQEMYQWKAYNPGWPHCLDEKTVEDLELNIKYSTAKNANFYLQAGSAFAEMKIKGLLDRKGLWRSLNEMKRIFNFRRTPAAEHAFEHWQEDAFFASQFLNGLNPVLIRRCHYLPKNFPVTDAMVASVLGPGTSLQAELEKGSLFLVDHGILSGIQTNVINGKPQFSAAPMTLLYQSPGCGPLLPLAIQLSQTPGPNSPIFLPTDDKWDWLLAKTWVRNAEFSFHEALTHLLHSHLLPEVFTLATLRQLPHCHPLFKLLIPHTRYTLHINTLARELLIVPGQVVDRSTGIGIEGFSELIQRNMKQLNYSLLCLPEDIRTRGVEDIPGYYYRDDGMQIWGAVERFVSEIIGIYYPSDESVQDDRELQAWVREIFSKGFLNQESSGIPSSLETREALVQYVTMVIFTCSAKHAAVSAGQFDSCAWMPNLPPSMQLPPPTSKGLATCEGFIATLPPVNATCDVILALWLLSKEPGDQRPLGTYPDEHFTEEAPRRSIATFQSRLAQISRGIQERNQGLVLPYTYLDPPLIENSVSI
#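 Purified human 15hLO-2 (50 nM) preincubated 15 min with compound, then 45 uM arachidonic acid for 90 min at RT in 25 mM Hepes pH 7.5, 0.01% Triton X-100. Hydroperoxide detected by Fe-xylenol orange; 573/405 nm absorbance ratio.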
# PNC assembly inh: High Content Assay for Compounds that inhibit the Assembly of the Perinucleolar Compartment | PC3M PTB-GFP, PNC prevalence imaging, 16 h; active compounds read low | AID 2417, 2010 | activity change (PNC), negative = inhibition, % at 10 µM | 140,000 compounds, 3.1% hits;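 active = readout at or below -70, meaning at least 70% loss of cells showing the perinucleolar compartment, a nuclear body marking cancer cells; inconclusive = readout between -30 and a set limit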;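 also: plate controls were DMSO wells for no effect and camptothecin positive control wells for full effect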
#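 Compounds are pinned in duplicate onto adhered PC3M cells stably expressing GFP-tagged PTB and incubated 16 h at 37 C. Cells are then fixed, nuclei stained with Hoechst, and PNC-positive cells counted.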
# IMPase inh: qHTS Assay for Identifying the Cell-Membrane Permeable IMPase Inhibitors; 120,000 tested, under 10 active; CHO-M1 cells, IP1 accumulation, HTRF TR-FRET ratio; AID 901, 2007; inhibition (IP1 accumulation), % at 46.1 µM; active = well fitted curve in the direction sought with a large enough effect in the signal ratio, not every such curve was filed as active; inconclusive = small, poorly fitted or top-dose-only effect, or a change in a side signal; inactive = no such curve, though single readings can be large or run the other way; the % refers to the signal ratio;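 also: cells stimulated with carbachol in lithium chloride buffer; plate controls were DMSO basal wells for no effect and reference inhibitor wells for full effect; higher means more IMPase inhibition seen as more IP1 and lower FRET ratio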
# Target sequence (P97697 whole entry, looked up): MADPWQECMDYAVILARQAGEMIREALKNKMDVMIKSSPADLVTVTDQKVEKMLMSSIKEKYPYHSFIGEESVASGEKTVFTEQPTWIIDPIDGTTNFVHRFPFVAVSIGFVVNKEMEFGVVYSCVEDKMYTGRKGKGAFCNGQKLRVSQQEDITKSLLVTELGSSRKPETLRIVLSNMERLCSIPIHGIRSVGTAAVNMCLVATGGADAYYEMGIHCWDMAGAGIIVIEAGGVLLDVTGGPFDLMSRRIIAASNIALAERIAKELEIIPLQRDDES
#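 Elevated IP1 in lysates lowers TR-FRET signal (665/620 ratio and 620 channel reported). Cells were CHO-M1, given carbachol (50 uM as added) plus 50mM LiCl, pH 7.4, 30 min, 37C; compounds titrated up to 46 uM; AC50 by Hill equation.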
# ALOX12 inhib: qHTS Assay for Inhibitors of 12-hLO (12-human lipoxygenase) | Potency, µM (highest dose often 57.1 µM), without a hit: at the highest dose activity change, negative = inhibition, hits mostly inhibitors | Polyunsaturated fatty acid lipoxygenase ALOX12 (Homo sapiens), P18054 | purified 12-hLO, xylenol orange hydroperoxide absorbance | AID 1452, 2008 | 150,000 compounds, 0.12% hits; also: potency is read from the fitted curve at half-maximal effect; nearly all actives have a fitted effect of over 55% in size; many of its hits are not listed in these tables
#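 Purified human 12hLO (150 nM), preincubated 15 min with compound, then 40 uM arachidonic acid for 30 min, room temperature, Hepes pH 7.0 with 0.01% Triton X-100. Hydroperoxide detected by ferrous iron/xylenol orange; 573/405 nm absorbance ratio gives reaction progress.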
# * = called active by the depositor; ? = inconclusive; . = no result given; [ ] = dose if it differs, or a comment. Unless noted, calls follow the shape of the dose curve; as a rule, active = well fitted curve in the direction sought with a large enough effect; inconclusive = small, poorly fitted or top-dose-only effect, or another doubt; inactive = no such curve, though single readings can be large; an effect the other way counts as inactive or inconclusive. Unless noted, % is scaled to controls: 0 for no effect and ±100 for the full control effect.
SMILES,ALOX15B inhib,PNC assembly inh,IMPase inh,ALOX12 inhib
Cc1cc(C)n(-c2ccc(C(=O)OCC(=O)Nc3ccc(S(=O)(=O)N4CCOCC4)cc3)cc2)n1,7%,-87*,7,-7%
Cc1cc(Nc2ccc(F)cc2Cl)n2nc(C)nc2n1,-1%,?,5,6%
CN(C(N)=S)c1ccccc1,-3%,1,-1,-2%
COC(=O)c1sccc1NC(=O)c1ccc2c(c1)OCO2,-1%,-25,14,-11%
CCOC(=O)C(NC(=O)CC(C)C)(Nc1sc(C)c(CC)c1C#N)C(F)(F)F (stereo unspecified),.,24,.,0%
O=C(C1CCN(S(=O)(=O)c2ccc(Br)s2)CC1)N1CCc2ccccc21,-6%,10,5,-12%
Cc1ccc(-c2noc(CCCOc3ccc(Cl)cc3Cl)n2)cc1,9%,-20,1,2%
CCCCCCn1c(N2CCC(C)CC2)nc2c1c(=O)[nH]c(=O)n2C,?,15,6,-6%
COC(=O)C1=C(C)NC2=C(C(=O)CC(C)(C)C2)C1c1ccccn1 (stereo unspecified),.,42,5,2%
CN(C)S(=O)(=O)N(CC(=O)Nc1ccc(F)c(F)c1)c1ccccc1,-8%,-19,-3,0%
Cc1ccc(CNC(=O)c2ccc(OCC3CCCO3)cc2)cc1 (stereo unspecified),.,42,.,-2%
Cc1ccc(C2C3=C(Nc4[nH]n(-c5ccccc5)c(=O)c42)c2ccccc2C3=O)cc1 (stereo unspecified),.,-4,.,-6%
CC(NC(=O)COC(=O)c1ccco1)c1ccccc1 (stereo unspecified),2%,29,-1,-4%
CC(=O)OCc1nc2ccccc2s1,.,-12,0,6%
Cc1ccc(OC(=S)Nc2ccccc2)c(C)c1,.,364,-7,4%
Cc1cccc(C(=O)Nc2cccc(OC(=O)c3cccc(C)c3)c2)c1,11%,?,5,-6%
CC(C)C(=O)Nc1ccccc1C(=O)N/N=C/c1ccc([N+](=O)[O-])cc1,-11%,34,3,-10%
C=CCn1c(COc2ccc(Cl)cc2)nnc1SCC(=O)N/N=C/c1ccccc1,2%,-18,5,-4%
O=C(c1ccccc1)c1cccn1CC(=O)N1CCCCCC1,-2%,-25,-1,-6%
CC1(C)CC(=O)C2=C(C1)Oc1ncn(CCO)c(=N)c1C2c1ccccc1 (stereo unspecified),-2%,?,-7,-1%
COc1ccc(CN(C(=O)CSc2nnc(-c3ccccc3F)o2)c2ccc(F)cc2)cc1,-5%,-2,11,14%
CC1=C(C(=O)NCCc2ccc(C)cc2)C2(CCC(C)CC2)OC1=O (stereo unspecified),.,90,.,-3%
N=c1sccn1CC(=O)NC(=O)NC1CCCC1,.,-18,.,-3%
COCCCNC(=O)CCN1C(=O)COc2ccccc21,4%,88,-3,4%
CCSc1nc(N)c2c(C)c(C)sc2n1,.,44,5,4%

# The closing 6 entries of the part above lead into the next.
SMILES,ALOX15B inhib,PNC assembly inh,IMPase inh,ALOX12 inhib
CC1(C)CC(=O)C2=C(C1)Oc1ncn(CCO)c(=N)c1C2c1ccccc1 (stereo unspecified),-2%,?,-7,-1%
COc1ccc(CN(C(=O)CSc2nnc(-c3ccccc3F)o2)c2ccc(F)cc2)cc1,-5%,-2,11,14%
CC1=C(C(=O)NCCc2ccc(C)cc2)C2(CCC(C)CC2)OC1=O (stereo unspecified),.,90,.,-3%
N=c1sccn1CC(=O)NC(=O)NC1CCCC1,.,-18,.,-3%
COCCCNC(=O)CCN1C(=O)COc2ccccc21,4%,88,-3,4%
CCSc1nc(N)c2c(C)c(C)sc2n1,.,44,5,4%
CCOc1cc2c(cc1OCC)C(c1ccccc1)N(c1ccccc1)C(=O)C2 (stereo unspecified),.,-93*,.,0%
O=C(CSCc1ccc(Cl)cc1)Nc1ccccc1C(=O)N1CCOCC1,-8%,7,?,-2%
Cc1nnc(C)n1/N=C/c1ccc(O)cc1,3%,-20,-1,-5%
CC(=O)NCC(=O)NC(C(=O)Nc1ccc2c(c1)OCCO2)c1ccc(C)cc1 (stereo unspecified),-4%,47,2,0%
COc1ccc(-n2c(CCc3ccccc3)nnc2SCC(=O)c2ccccc2)cc1,.,?,.,-3%
O=C1NC(c2cccnc2)C(C(=O)c2cccs2)C(O)(C(F)(F)F)N1 (stereo unspecified),-2%,7,-3,1%
OC(CNCc1ccco1)Cn1c2ccccc2c2ccccc21 (stereo unspecified),32%[activator],?,1,-3%
Cc1nnc(SCC(=O)c2c(N)n(C)c(=O)n(C)c2=O)n1Cc1ccccc1,1%,-22,3,-1%
Cc1ccc2[nH]c(=O)c(CNC(C)C)cc2c1,-1%,33,2,0%
Cc1cccc2cc(C#N)c(SCc3nnc(-c4ccccc4[N+](=O)[O-])o3)nc12,.,?,.,3%
CC(C)(C)NC(=S)NCc1cccnc1,-6%,49,1,-2%
O=C(NCc1ccccn1)C1CCC(=O)N1C1CCCCC1 (stereo unspecified),11%,25,4,3%
COC(=O)C1=C(N)Oc2cc(C)[nH]c(=O)c2C1c1cc(OC)c(OC)c(OC)c1 (stereo unspecified),-5%,19,4,-4%
Cc1ccc(C(C(=O)NC2CCCCC2)N(Cc2cccnc2)C(=O)C2COc3ccccc3O2)o1 (stereo unspecified),37%[activator],?,-1,-4%
COCCN1CCn2c(nc3cc(NC(=O)NC4CCCCC4)ccc32)C1,26%,-7,-4,-2%
CCn1c(/C=N/c2nc3ccccc3n2C)nc2ccccc21,5%,-29,7,-6%
CN(C)S(=O)(=O)c1cccc(NC(=O)c2cc(-c3cccs3)nn2-c2cccc(Cl)c2)c1,.,49,.,0%
CCN(C1CCS(=O)(=O)C1)S(=O)(=O)c1cccs1 (stereo unspecified),-8%,-107*,14,7%
Cc1ccc(S(=O)(=O)N2CCC(=O)N(C(COCc3ccc(Cl)cc3Cl)Cc3ccccc3)CC2)cc1 (stereo unspecified),.,13,.,2%
CCOC(=O)CN1CC23C=CC(O2)C(C(=O)Nc2ccc(OCC)cc2)C3C1=O (stereo unspecified),0%,-1,?,-1%
COc1ccc(NC(=O)C2CCCCN2N)cc1OC (stereo unspecified),.,-12,-12,2%
O=C1OC(OC2CCCCC2)(c2ccccc2)c2ccccc21 (stereo unspecified),0%,-10,6,0%
CCN1CCN(C(=O)c2ccc(Cl)c(S(=O)(=O)N3CCOCC3)c2)CC1,8%,-5,-3,-4%
Cc1cc(C)n2nc(SCC(=O)N3CCc4ccccc43)nc2n1,.,?,.,5%
Cc1ccc(-c2ccc(CCC(=O)O)n2NC(=O)c2cccs2)cc1,-16%,-18,7,?

# Other records:
SMILES,ALOX15B inhib,PNC assembly inh,IMPase inh,ALOX12 inhib
Cc1cccc(Nc2ccccc2C(=O)OCC(=O)NCc2ccco2)c1C,-17%,58,8,-1%
CCCCCCNC(=O)CCNC(=O)c1cc(OC)c(OC)c(OC)c1,-1%,47,3,-6%
Cn1nnnc1SCC(=O)c1cccs1,16%,-28,-3,-8%
O=c1c2ccccc2c(-c2ccccc2)nn1-c1cc(Cl)ccc1[N+](=O)[O-],-16%,?,7,-10%
CCN1CCN(C(=O)CCc2ccc(S(=O)(=O)NCCc3ccccc3)cc2)CC1,.,?,2,6%
CN1CCCN(CC(O)COCc2cccs2)CC1 (stereo unspecified),3%,45,4,1%
CCOC(=O)c1cc2c(C)n(-c3ccc(N(C)C)cc3)c(C)c2cc(C(=O)OCC)c1=O,-18%,?,9,-3%
COc1cc(CNCc2cccs2)ccc1OCC(=O)NC(C)(C)C,4%,?,12,-5%
Cc1cccn2c(=O)c3cc(C(=O)NC4CCCC4)c(=N)n(C4CCCC4)c3nc12,6%[2.29 µM],-22,11,-4%
N#C/C(=C(/O)CN1CCOCC1)c1nc(-c2ccccc2)cs1,-3%,28,6,-10%
COc1ccc(CCNC(=O)CSc2nc3ccccc3o2)cc1,-1%,?,-5,2%
Cc1ccc(-c2csc(NC(=O)CSc3nc4ccccc4o3)n2)cc1,.,?,.,0%
CN(C)C(=O)CSc1nc2ccccc2n1CC(=O)N1CCN(c2ccccc2)CC1,-8%,52,-1,-7%
COc1ccc(NC(=O)C2CC(=O)OC23CCCCC3)cc1 (stereo unspecified),.,-7,-2,4%
COCCCNC(=S)Nc1ccccc1C,.,?,.,3%
COC(=O)c1sccc1NC(=S)Nc1cc(C)cc(C)c1,.,51,2,-5%
CC(=O)Nc1cc(C(=O)NCc2ccco2)ccc1Sc1ccc(C)cc1,.,-9,.,-1%
O=C(CN1C(=O)c2ccccc2S1(=O)=O)N1CCN(c2ccc(F)cc2)CC1,3%,?,6,-4%
O=C(O)COc1ccc(-c2nccc(-c3cccs3)n2)cc1,0%,-12,?,-3%
COc1ccc2c(c1OC)C(=O)c1ccccc1C2=O,-9%,?,0,1%
CCOC(=O)COc1ccc2nsnc2c1,-3%,44,-25,-3%
CCCCCCCCCCCC1=C(O)C(=O)C=C(O)C1=O,32µM*,.,25,8.9µM*
COc1cc([N+](=O)[O-])ccc1NC(=O)C[n+]1ccccc1C,5%,31,10,6%
COc1cc(-c2nnc(SCC(=O)c3cc(C)n(CC4CCCO4)c3C)o2)cc(OC)c1OC (stereo unspecified),-3%,16,12,6%
COc1ccccc1C(=O)NNC(=O)c1ccccc1[N+](=O)[O-],.,?,.,-1%

# The last 2 records of the part before open the next one:
SMILES,ALOX15B inhib,PNC assembly inh,IMPase inh,ALOX12 inhib
COc1cc(-c2nnc(SCC(=O)c3cc(C)n(CC4CCCO4)c3C)o2)cc(OC)c1OC (stereo unspecified),-3%,16,12,6%
COc1ccccc1C(=O)NNC(=O)c1ccccc1[N+](=O)[O-],.,?,.,-1%
Cc1nn(C(=O)C2CC2)c(C)c1Sc1ccc(Cl)cc1,.,27,-19,4%
CC(C)OC(=O)c1cc(NC(=O)c2nn(C)cc2Br)cc(C(=O)OC(C)C)c1,.,1,.,-2%
CCCC1=Nc2cc(C(=O)NCCCOCC)ccc2Sc2ccccc21,10%,?,6,-8%
O=C(COc1ccc(Cl)cc1)NCc1nnc(SCC(=O)NCCc2ccccc2)o1,-1%,-14,-9,-2%
CS/C(=N\S(=O)(=O)c1cccs1)Nc1ccc(Cl)cc1,.,0,2,-3%
CCOC(=O)CSc1c(-c2ccccc2)c2cc(Cl)ccc2[nH]c1=O,.,-17,-9,2%
C=C(C)C(C)(C#CCN1CCCC1)OC(C)=O (stereo unspecified),-2%,-7,14,1%
N#CCSc1nc2ccccc2c(=O)n1CCC(=O)NC1CCCCC1,-9%,?,-4,1%
Cc1cc(C(=O)CSc2ccc(F)cc2)cc(C)c1OC(=S)N(C)C,3%,27,9,-3%
COc1ccc(N(CC(=O)N/N=C/c2cccc3c2OCCO3)S(=O)(=O)c2ccc(NC(C)=O)cc2)cc1,-10%,63,4,5%
Cc1c(Br)cc(C(=O)N2CCN(CCO)CC2)c(C)c1C,6%,48,-17,3%
CC(C)(C)SCCNC(=O)COc1ccccc1,-3%,18,-8,1%
CCOc1ccc(NC(=O)Nc2cc(C)ccc2OC)cc1,.,-3,-5,11%
COc1ccc2oc(C(=O)c3ccccc3)c(N)c2c1,2%,-9,-17,-6%
CC(=O)c1c(C)[nH]c(C(=O)OCC(=O)N2c3ccccc3NC(=O)C2(C)C)c1C,.,13,.,2%
Cc1nc(NCc2ccco2)nc2c1C(=O)CC(C)C2 (stereo unspecified),3%,-5,6,-2%
O=C(COC(=O)Cc1ccccc1F)Nc1cc(S(=O)(=O)N2CCOCC2)ccc1N1CCCC1,.,48,2,3%
O=C(NNC(=S)Nc1ccccc1)c1ccncc1,14%,-12,-18,2%
Nc1c(S(=O)(=O)c2ccccc2)c2nc3ccccc3nc2n1CCN1CCOCC1,.,14,.,1%
COc1ccccc1OCCC(=O)OCC(=O)NCc1ccccc1,.,-8,2,-1%

# A portion of the library; count on the stated rates, not on these rows.
